# HT1080-NT tox – qHTS for induction of synthetic lethality in tumor cells producing 2HG: qHTS for the HT-1080-NT fibrosarcoma cell line | HT-1080-NT fibrosarcoma viability, CellTiter-Glo ATP luminescence, 48 h | Potency, µM (highest dose often 46.1 µM), for inactives: top-dose activity, negative = less viability, actives largely listed as cytotoxic | 1.6% of 360,000 active | AID 686970, 2013;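 note: NT is the 2HG producing partner of a matched IDH1 knockdown line; potency is the fitted concentration of half-maximal effect; 0% = DMSO-treated cells and -100% = media-only wells without cells; nearly all actives have a fitted effect of over 55% in size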
#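 A 48-hour cytotoxicity screen used HT-1080-NT cells plated 2 hours before compound delivery. ATP-based CellTiter-Glo luminescence measured viability, normalized to DMSO and no-cell controls.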
# HT1080 IDH1KD tx – qHTS for induction of synthetic lethality in tumor cells producing 2HG: qHTS for the HT-1080-IDH1KD cell line | HT-1080 IDH1 knockdown viability, ATP luminescence, 48 h | Potency, µM (highest dose often 46.1 µM), for inactives: at the highest dose activity, negative = toxicity, most hits filed as cytotoxic | 2% of 360,000 active | AID 686971, 2013;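 note: potency is the fitted concentration of half-maximal effect; 0% = DMSO wells and -100% = cell-free medium wells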
#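 Luminescent ATP read-out (CellTiter-Glo, 10 min at room temperature) after 48 h compound exposure at 37 °C gave viability of IDH1-knockdown HT-1080 cells. Activity was normalised to DMSO and cell-free wells, then fitted as concentration-response curves.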
# KB-3-1 cytotox – qHTS assay for MDR1-selective chemotherapeutics: Primary screen using the parental adenocarcinoma cell KB-3-1; KB-3-1 viability, CellTiter-Glo ATP luminescence, 72 h; Potency, µM (top dose mostly 46.1 µM), inactives show at the top dose activity change, negative = cytotoxic, actives largely listed as cytotoxic; 1.4% of 400,000 active; note: potency is the fitted concentration of half-maximal effect; % is set by controls: 0 for no effect and ±100 for the full control effect; nearly all actives have a fitted effect of over 60% in size
#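 KB-3-1 cells, DMEM (no phenol red) + 10% FBS; compound by pin transfer, 72 h, 37 °C. Readout: CellTiter-Glo luminescence after 10 min. Data normalized, curve-fitted.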
# SW480 rereplic – A quantitative high throughput screen for small molecules that induce DNA re-replication in SW480 colon adenocarcinoma cells. Potency, µM (highest dose often 46.1 µM), for the others: top-dose re-replication activation, actives largely listed as activators. AID 624297, 2012. 1.8% of 340,000 active. SW480 DNA re-replication, Hoechst DNA content imaging, 48 h; note: potency is the fitted concentration of half-maximal effect; % of control where 0% means no effect; nearly all actives have a fitted effect of over 55% in size
#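 DNA re-replication was detected as more nuclei of elevated Hoechst intensity after 48 hr exposure to compound (23 nL pinned per well of 250 cells).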
# ATXN2 expr inh – Primary qHTS for Inhibitors of ATXN expression | AID 1745845, 2022 | Potency, µM (titrated, usually from 57 µM), inactives show at the highest dose activity change, negative = inhibition, hits mostly inhibitors | HEK-293 ATXN2-luciferase reporter, luminescence, 24 h | 0.72% of 360,000 active; note: potency is the fitted concentration of half-maximal effect; % is set by controls: 0 for no effect and ±100 for the full control effect; nearly all actives have a fitted effect of over 55% in size
#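 qHTS (up to 57 uM final) was run with 24 h compound exposure of reporter cells at 37 °C. Each well was multiplexed: SteadyGlo luminescence measured ATXN2-luciferase expression after a fluorogenic Gly-Phe-AFC viability readout (25 uM final).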
# IL-1B inflam inh – qHTS for Inhibitors of Inflammasome Signaling: IL-1-beta AlphaLISA Primary Screen; THP-1 LPS/ATP IL-1B secretion, AlphaLISA, 16 h; hits give low values; activity change, % at 57.5 µM; 4.7% of 360,000 active; in the data active = activity change below about -50%; inconclusive = mostly about -30% to -49%; note: % is set by controls: 0 for no effect and ±100 for the full control effect
#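 Secreted IL-1B measured by AlphaLISA bead assay after 16 h compound exposure of THP-1 cells; compounds (final up to 57.5 uM) added 1 h before LPS (250 ng/mL) and ATP (1.25 mM) stimulation; lower signal means less secretion.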
# ATXN viability – Viability Counterscreen for Primary qHTS for Inhibitors of ATXN expression. S2 cells (HEK-293 line with an ATXN2-luciferase reporter) viability, CellTiter-Fluor protease fluorescence, 24 h. Potency, µM (doses to about 56.7 µM), most hits filed as cytotoxic. 0.49% of 400,000 active. AID 651635, 2014; note: potency is the fitted concentration of half-maximal effect; nearly all actives have a fitted effect of over 40% in size
# MCF10A rereplic – A quantitative high throughput screen for small molecules that induce DNA re-replication in MCF 10a normal breast cells; MCF 10A DNA re-replication, Hoechst nuclear intensity, 48 h; Potency, µM (top dose mostly 46.1 µM), inactives show at the top dose activity, positive = re-replication, hits mostly activators; 2.9% of 350,000 active; AID 624296, 2012; note: potency is the fitted concentration of half-maximal effect; % of control where 0% means no effect; nearly all actives have a fitted effect of over 50% in size
# KB-V1 MDR tox – qHTS assay for MDR1-selective chemotherapeutics: Primary screen using the drug-selected MDR subline cells KB-V1. KB-V1 MDR cells viability, CellTiter-Glo, 72 h. Potency, µM (highest dose often 46.1 µM), for inactives: at the top dose activity change, negative = cytotoxicity, most hits filed as cytotoxic. 3.4% of 400,000 active. AID 1347076, 2019; note: potency is the fitted concentration of half-maximal effect; % is set by controls: 0 for no effect and ±100 for the full control effect; nearly all actives have a fitted effect of over 60% in size
#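 Cytotoxicity via CellTiter-Glo luminescence after 72 h compound exposure at 37 degrees C. Cells: drug-selected KB-V1 line, DMEM phenol-red free plus 10% FBS. Compounds tested at multiple concentrations; normalized data fitted to concentration-effect curves.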
# * = called active by the depositor; i = inactive; ? = inconclusive; . = not tested or not shown; & = joins results of further samples; [ ] = another dose, or the depositor's remark. Unless noted, calls come from the whole dose curve; as a rule, active = well fitted curve in the direction sought with a large enough effect; inconclusive = small, poorly fitted or top-dose-only effect, or another doubt; inactive = no such curve, though single readings can be large; an effect the other way counts as inactive or inconclusive.
SMILES,HT1080-NT tox,HT1080 IDH1KD tx,KB-3-1 cytotox,SW480 rereplic,ATXN2 expr inh,IL-1B inflam inh,ATXN viability,MCF10A rereplic,KB-V1 MDR tox
Nc1c(C(=O)Nc2ccc(F)cc2)nnn1-c1cccc(C(F)(F)F)c1,-4.7%,5.5%,-9.0%,-2.3%,-7.5%,?,i,-0.2%,-25.1%
COc1ccc(C(=O)CSc2nnc(CNC(=O)c3ccc(OC)c(OC)c3)n2C)cc1,-3.2%,1.7%,0.7%,-5.4%,-1.8%,17.4,i,0.1%,17.4%
CCC(CN(C)C)Oc1cc(NCc2ccccc2)c2ncn(C(C)C)c2c1 (stereo not given),-12.5%,-12.6%,2.4%,18.4µM*,-30.9%,15.3,i,?,-10.2%
Cc1ccc(CNS(=O)(=O)c2ccc3c(c2)n(C)c(=O)c(=O)n3C)cc1,-13.5%,0.9%,-1.7%,-8.2%,27.3%,23.9,i,-0.8%,0.5%
O=C(C1CCN(S(=O)(=O)c2c(Cl)cccc2Cl)CC1)N1CCCCCCC1,0.7%,-6.0%,-1.5%,4.11µM*,3.8%,-20.4,.,0.3%,-8.3%
COc1ccc(-c2nn(-c3ccccc3)cc2C(=O)N2CCOCC2)cc1,7.6%,12.6%,15.3%,1.4%,-5.5%,2.7,i,9.4%,-29.7%
C=CCn1c(SCC(=O)c2cccs2)nc2sc(C)c(C)c2c1=O,-21.7%,?,?,10.3%,56.5%[activator],1.2,i,?,-15.4%
CCC1Oc2ccccc2N(CC(=O)NCCN2C(C)CCCC2C)C1=O (stereo not given),-4.4%,5.0%[9.24 µM],-0.6%,?,-7.8%,?,i,0.4%,21.1%
COc1cc(C(=O)Nc2ccc(-c3nc4cc(C)ccc4o3)c(O)c2)cc(OC)c1OC,-2.1%,-24.8%[9.24 µM],?,-1.3%,?,.,i,-1.6%,?
Cc1ccnc(NC(=O)c2cccc(NC(=O)Cc3ccccc3)c2)c1,?,?,-16.3%,0.3%,-21.4%,-4.2,?,-2.0%,?
CC(C)CN(C(=O)COC(=O)CCCc1c[nH]c2ccccc12)c1c(N)n(Cc2ccccc2)c(=O)[nH]c1=O,-2.2%,-0.4%,.,-0.8%,-5.6%,-21.0,i,20.9%,.
Cn1cccc1CC(=O)NNC(=S)NC(=O)c1ccccc1Br,-13.7%,-26.9%,?,?,-24.0%,78.6,i,20.9%,-8.4%
Cc1ccc(Oc2ccc(OCC(=O)NC(C)C(=O)O)cc2)cc1 (stereo not given),-2.4%,-1.1%,1.5%,-4.9%,2.2%,19.5,i,5.3%,0.0%
Cn1c(Cn2c(=O)sc3ccccc32)nnc1SCc1ccc(F)cc1,-16.8%,-1.6%,?,-4.7%,?,3.5,i,-2.7%,?
COc1ccc(Cl)cc1S(=O)(=O)N1CCN(CC(=O)C(C)(C)C)CC1,-0.9%,13.4%,0.3%,-0.9%,2.2%,21.3,i,-1.1%,-4.9%
C/C(=N\NC(=O)c1ccc(Cn2cc(Br)cn2)o1)c1cccc(NC(=O)C(C)(C)C)c1,10.7%,8.8%,0.2%,-84.0%[inhibitor],-7.5%,-22.5,?,-7.6%,-21.7%
COC(=O)c1ccccc1NC(=O)N1CCC(N2CCN(Cc3ccc(F)cc3)C(=O)C2=O)CC1,.,.,9.9%,.,-11.2%,.,?,.,0.8%
C=CCNc1cccc(Br)c1,6.2%,3.3%,19.0%,-2.2%,4.7%,21.6,i,6.7%,1.8%
Cc1ccc(C(=O)CN(C(=O)c2ccc(Cl)cc2)N2C(=O)CCC2=O)cc1,9.7%,4.9%,13.3%,-1.9%,-21.4%,-8.1,i,2.2%,-4.5%
Cc1ccc(-n2c(=O)c3cccnc3n2CC(=O)Nc2cc(Cl)ccc2C)cc1,.,.,-15.7%,.,2.6%,.,i,.,15.7%

# Entries listed so far that bear a hit mark in SW480 rereplic.
compound	SW480 rereplic	IL-1B inflam inh
CCC(CN(C)C)Oc1cc(NCc2ccccc2)c2ncn(C(C)C)c2c1 (stereo not given)	18.4µM*	15.3
O=C(C1CCN(S(=O)(=O)c2c(Cl)cccc2Cl)CC1)N1CCCCCCC1	4.11µM*	-20.4

# (listing goes on)
SMILES,HT1080-NT tox,HT1080 IDH1KD tx,KB-3-1 cytotox,SW480 rereplic,ATXN2 expr inh,IL-1B inflam inh,ATXN viability,MCF10A rereplic,KB-V1 MDR tox
Cc1onc(-c2ccccc2)c1CNS(=O)(=O)c1cccc(Br)c1,-6.6%,-14.4%,14.7%,10.0%,4.6%,3.1,?,14.3%,?
Clc1ccc(/C=C/c2nc(Cl)c(-c3ccc(Cl)cc3)c(Cl)n2)cc1,3.5%,-10.1%,-3.4%,0.1%,.,-16.2,i,18.3%,-7.4%
O=S(=O)(NCc1cccnc1)c1cccn1-c1ncc(C(F)(F)F)cc1Cl,?,-18.8%,-8.3%,1.4%,-27.2%,-4.8,i,?,?
CC(=O)Nc1nc2ccc(C(=O)NCCOC(=O)C3CCCCC3)cc2s1,-0.5%,-1.5%,9.8%,-7.1%,-13.4%,0.0,i,-1.2%,?
CCOc1ccc(-n2cc(C(=O)Nc3cccc(Cl)c3)c3cc(OC)c(OC)cc3c2=O)cc1,-4.8%,4.6%,-4.2%,-1.0%,3.8%,?,i,6.9%,-0.2%
CC1CN(C(=O)CSc2nc(-c3ccccc3)cs2)CC(C)O1 (stereo not given),-0.9%,1.1%,-11.7%,0.4%,0.4%,-15.0,i,?,-12.7%
CC(=O)Nc1ccccc1C(=O)C(=O)Nc1cccc(C(=O)N2CC(C)CC(C)C2)c1 (stereo not given),-21.9%,?,?,?,-22.6%,74.6,i,12.6%,?
COc1ccc(CNS(=O)(=O)NCc2ccc(OC)c(OC)c2)cc1OC,-0.8%,-1.1%,-7.6%,-2.8%,-5.3%,31.3,i,0.6%,4.9%
Cc1ccc2nc(-c3ccc4c(c3)OCCO4)cn2c1,3.66µM*,2.31µM*,3.66µM*,2.59µM*,?,54.2,i,5.8µM*,?
CCOc1ccc(S(=O)(=O)N(CC(=O)NC2CCCCC2C)Cc2ccco2)cc1 (stereo not given),1.5%,-5.0%,-3.8%,22.0%,-1.2%,?,i,28.4%,?
COC(=O)c1ccc(NC(=O)n2ncc3c(C)cccc32)cc1,.,.,7.2%,.,0.5%,.,i,.,20.5%
COc1ccc(-c2cn3ccc4ccccc4c3n2)cc1,-26.7%,?,-0.5%,?,97.9%[activator],-2.0,i,10.4%,0.0%
COC(=O)c1c(NC(=O)CCCC(=O)O)sc2c1CCC2,-4.3%,-9.5%,-0.6%,6.5%,-11.1%,44.1,i,-2.7%,-15.4%
Cc1cc(C)nc(OC(C(=O)O)C(OCCc2ccccc2)(c2ccccc2)c2ccccc2)n1 (stereo not given),-22.4%,-18.5%,-17.0%,0.7%,-6.2%,-15.3,i,15.8%,-2.1%
O=S1(=O)C=C(Sc2nc3cc(Cl)ccc3o2)c2ccccc21,5.17µM*,5.17µM*,?,?,?,-118.9*,.,?,?
CN(C)/C=C1\N=C(c2cccnc2Oc2ccc(Cl)cc2)OC1=O,-24.6%,-11.7%,-2.8%,0.1%,5.7%,20.6,i,0.1%,-0.1%
COc1ccc(C(=O)OCC(=O)Nc2c(C)n(C)n(-c3ccccc3)c2=O)cc1,5.8%[9.24 µM],12.5%,9.4%,-15.2%,0.3%,15.0,i,9.9%,0.0%
COC(=O)[C@H](CC(C)C)NC(=O)NCCCc1ccccc1,5.9%,7.6%,9.1%,0.6%,0.2%,8.3,i,-3.9%,?
O=C(NC1CCCC1)C(c1ccncc1)N(Cc1ccccc1)C(=O)c1ccc(-c2ccccc2)[nH]1 (stereo not given),?,?,?,?,-5.8%,-79.2*,i,?,?
O=C(NCc1ccc(F)cc1)C1(c2cccs2)CCOCC1,2.4%,0.0%,0.8%&22.7%,-2.5%,9.9%&6.3%,-2.1,i,-2.3%,?
CCOC(=O)c1ccc2[nH]c(C)c(CCC(C)=O)c(=O)c2c1,-3.4%,19.9%,-3.7%,-2.6%,2.3%,4.9,i,-5.6%,-2.9%
COc1ccc(CNC(=O)c2cc3c(=O)n(Cc4cccnc4)ccc3nc2C)cc1,.,.,-6.3%,.,-4.1%,.,i,.,8.4%
CCCn1c(N)c(C(=O)CSc2nc(C)nc3sc(C)c(C)c23)c(=O)[nH]c1=O,-1.4%,-3.3%,-1.8%,-9.6%,3.2%,21.9,i,-0.9%,11.0%
Cc1nc(C(=O)NCCC(C)C)sc1C1(C)CC(c2cccc([N+](=O)[O-])c2)=NO1 (stereo not given),-0.6%,-2.4%,3.6%,-23.6%[9.22 µM],-5.2%,-6.3,i,7.3%,7.9%
O=C(c1cccc(C(F)(F)F)c1)N(c1ccccn1)C1CCCCC1,-2.8%,-5.9%,0.2%,-0.5%,-11.1%,-1.1,i,12.7%,-2.4%
COCCNS(=O)(=O)c1ccc2c(c1)C(=O)c1cc(S(=O)(=O)NCCOC)ccc1-2,-1.6%,-8.4%,1.0%,-14.7%,.,-1.0,.,-1.0%,0.7%
O=C(Oc1ccccc1)N1CCOCC1,13.4%,19.6%,18.6%,-11.9%,1.9%,-3.8,i,1.0%,9.6%

# From PubChem
